Bioassay records from PubChem.
CTSL1 counter = Fasciola hepatica cathepsin L1 inhibitors, primary screen, counter-screen for PFM18AAP inhibitor project, biochemical, QFRET, fluorogenic peptide substrate; recombinant F. hepatica cathepsin L1, Z-Leu-Arg-MCA fluorescence; inhibition, % at 5.96 µM; actives 0.49% (n = 300,000); AID 1906, 2009;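 active = inhibition above the mean of all tested compounds plus 3 SD, set per screening campaign, cut at about 17% in these data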;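 note: 0% = plate median of test compound wells and 100% = 1 µM Z-Phe-Ala-diazomethylketone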
AHR act = AHR activators, primary screen, cell-based, luminescence, luciferase reporter, human | actives 2.5% (n = 320,000) | AID 2796, 2010 | AHR-responsive luciferase reporter cells | Aryl hydrocarbon receptor (Homo sapiens), P35869 | activation, % at 5 µM; in the data active = activation above about 47%;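 note: 0% = vehicle wells and 100% = reference agonist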
HCV core dimer = inhibitors of HCV core protein dimerization, primary screen, biochemical, TR-FRET, high-throughput; TR-FRET GST/Flag-core106 dimerization, 1536-well; inhibition, % at 5 µM; actives 0.33% (n = 300,000);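 active = inhibition above the mean of all tested compounds plus 3 SD, set per screening campaign, cut at about 45% in these data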
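System – GST-tagged and Flag-tagged HCV core protein residues 1-106 · Repeats – one well for each compound · Technique – TR-FRET 671 and 617 nm emission · Doses – one concentration, 5 µM, in 0.5% DMSO · Times – 4 h, 22.5 °C incubation · Also added – Eu donor and XL665 acceptor anti-tag antibodies · Measure – percent inhibition of core106 dimerization signal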
PAFAH2 inh = PAFAH2 enzyme inhibitors, primary screen, biochemical, fluorescence polarization, human; actives 0.99% (n = 340,000); inhibition, % at 3.39 µM; Platelet-activating factor acetylhydrolase 2, cytoplasmic (Homo sapiens), Q99487; recombinant PAFAH2, FP-rhodamine activity probe;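 active = inhibition above the mean over all tested compounds plus 3 SD, cut at about 30% in these data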;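 note: inhibitors block probe labeling of enzyme so polarization drops; 0% = enzyme with DMSO and 100% = wells lacking PAFAH2 protein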
proCasp3 act = activators of human procaspase-3 D3A mutant, primary screen, biochemical, absorbance, PC-3 D3A mutant, single concentration. recombinant procaspase-3 D3A, Ac-DEVD-pNA absorbance 405 nm. activation, % at 8.5 µM. actives 0.11% (n = 330,000);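 active = activation above the mean of all tested compounds plus 3 SD, cut at about 21% in these data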;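 note: 0% = DMSO alone and 100% = DMSO wells spiked with extra 5 µM PC-3 D3A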
Target sequence (P42574 whole entry D9A/D28A/D175A): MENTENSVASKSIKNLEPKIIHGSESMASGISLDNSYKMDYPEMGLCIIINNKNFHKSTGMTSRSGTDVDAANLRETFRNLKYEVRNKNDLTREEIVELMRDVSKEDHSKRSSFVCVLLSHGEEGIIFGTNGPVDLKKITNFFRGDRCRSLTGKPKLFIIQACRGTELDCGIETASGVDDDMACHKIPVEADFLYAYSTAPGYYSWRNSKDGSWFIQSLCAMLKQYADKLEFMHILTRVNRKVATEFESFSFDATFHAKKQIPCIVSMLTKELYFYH
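Test system: Procaspase-3 D3A mutant; medium: Zinc-free HEPES/NaCl buffer with 0.01% Triton X-100 at pH 7.4; reagent: DEVD-pNA substrate; doses: one concentration, 8.5 µM nominal, 0.8% DMSO; times: 1 h preincubation plus 2 h reaction at 25 °C; signal: Epi-absorbance at 405 nm of released p-nitroaniline, 0 and 120 min; replicates: singlicate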
TPT1 inh = Candida albicans TPT1 enzyme inhibitors, primary screen, biochemical, fluorescence polarization; recombinant caTPT1, FP RNA substrate dephosphorylation; actives 0.81% (n = 300,000); tRNA 2'-phosphotransferase TPT1 (Candida albicans SC5314); inhibition, % at 5 µM;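 active = inhibition above the mean of all tested compounds plus 3 SD, set per screening campaign, cut at about 24% in these data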;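 note: plate controls were DMSO alone for no effect and ferristatin control at 100 nM for full effect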
procasp7 counter = procaspase-7 activators, primary screen, counter-screen for procaspase-3 activator project, biochemical, absorbance, HTS, human. activation, % at 8.5 µM. Caspase-7 (Homo sapiens), P55210. recombinant procaspase-7, Ac-DEVD-pNA absorbance 405 nm; D23A/D198A/D206A triple mutant, cannot self-cleave; scale: DMSO 0, 5 µM enzyme 100. actives 0.093% (n = 330,000);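 active = percent activation above the screen-wide mean plus 3 SD, cut at about 25% in these data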
Target sequence (P55210 whole entry D23A/D198A/D206A): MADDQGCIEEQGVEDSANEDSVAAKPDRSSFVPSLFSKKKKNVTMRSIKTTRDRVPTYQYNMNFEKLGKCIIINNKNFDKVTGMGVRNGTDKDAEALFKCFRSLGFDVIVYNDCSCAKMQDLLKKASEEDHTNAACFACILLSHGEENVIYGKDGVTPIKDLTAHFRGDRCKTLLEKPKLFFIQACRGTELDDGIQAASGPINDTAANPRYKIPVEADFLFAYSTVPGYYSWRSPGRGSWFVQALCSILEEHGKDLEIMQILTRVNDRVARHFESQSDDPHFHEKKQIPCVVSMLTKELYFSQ
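Test system: Procaspase-7 triple mutant (PC-7 D3A). Also added: Ac-DEVD-pNA substrate, 400 µM as added. Schedule: 1 h enzyme–compound preincubation and 2 h substrate reaction, both 25 °C. Signal: p-Nitroaniline absorbance at 405 nm, read at 0 and 120 min. Control set: low DMSO alone, high DMSO plus 5 µM PC-7.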
PP1 inh = PP1-alpha phosphatase inhibitors, primary screen, counter-screen for PP5 inhibitor project, biochemical, fluorescence, OMFP substrate, single point. purified PP1alpha. inhibition, % at 6.7 µM. actives 0.9% (n = 320,000);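 active = inhibition above the mean inhibition of all tested compounds plus 3 SD, computed separately for each screening campaign, cut at about 15% in these data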
Target sequence (P62136 whole entry, looked up): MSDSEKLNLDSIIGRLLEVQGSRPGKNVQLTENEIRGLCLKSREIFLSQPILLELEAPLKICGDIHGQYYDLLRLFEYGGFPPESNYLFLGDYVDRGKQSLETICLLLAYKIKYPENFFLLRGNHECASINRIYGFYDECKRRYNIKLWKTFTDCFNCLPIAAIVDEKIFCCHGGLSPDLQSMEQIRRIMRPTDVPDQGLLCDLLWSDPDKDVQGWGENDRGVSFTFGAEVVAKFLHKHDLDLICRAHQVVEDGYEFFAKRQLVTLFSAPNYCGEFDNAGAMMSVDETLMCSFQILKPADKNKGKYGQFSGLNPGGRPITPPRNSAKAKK
PP5 inh = PP5 phosphatase inhibitors, primary screen, biochemical, fluorescence | inhibition, % at 6.7 µM | purified PP5c, OMFP substrate fluorescence | AID 1987, 2009 | actives 0.18% (n = 320,000) | Serine/threonine-protein phosphatase 5 (Homo sapiens), P53041;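 active = inhibition above the campaign's mean inhibition across all tested compounds plus 3 SD, cut at about 9.5% in these data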;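 note: 0% = DMSO only and 100% = 100 µM cantharidin control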
The depositor's hits bear a star; · = not tested or not shown.

SMILES	CTSL1 counter	AHR act	HCV core dimer	PAFAH2 inh	proCasp3 act	TPT1 inh	procasp7 counter	PP1 inh	PP5 inh
COc1ccc(NC(=O)CCC(=O)c2cccs2)cc1S(=O)(=O)Nc1ccccc1Cl	-3	8	0	14	9	-1	0	-4	1.9
COc1cc(C2C(N3C(=O)c4ccccc4C3=O)C(=O)N2c2ccc(C)c(C)c2)cc(OC)c1OC (configuration not stated)	3	2	19	2	-9	-1	6	1	6.0
COc1ccccc1CN(C)C(=O)CN1CCN(CC(=O)Nc2ccccc2Cl)CC1	·	3	·	-1	5	·	-1	0	3.8
COc1ccc2c(C(=O)CN3CC(C)OC(C)C3)c[nH]c2c1 (configuration not stated)	-2	12	-2	-2	-1	4	-2	0	3.3
COc1cc(/C=N/Nc2nnc3c(n2)[nH]c2ccccc23)ccc1O	2	10	-2	11	-2	0	4	9	-0.5
O=C(/C=C/c1cccc([N+](=O)[O-])c1)Nn1c(-c2ccccc2F)nc2ccccc2c1=O	6	2	9	-1	-5	-1	-6	-1	0.4
COCC(CN1CCN(C2=NS(=O)(=O)c3ccccc32)CC1)OC(=O)c1ccccc1 (configuration not stated)	2	-1	3	-8	0	1	-3	-5	2.3
CCOC(=O)c1c(NC(=O)Cc2cccs2)sc(C)c1C	3	0	9	-1	2	2	4	-1	-0.5
O=C(CCN1C(=O)/C(=C\c2ccccc2)SC1=S)N1CCOCC1	2	-2	1	2	-6	-2	-13	-5	-3.1
O=C(Nc1ccccn1)c1nc(-c2ccccc2)n(-c2ccccc2)n1	-1	56*	8	-4	3	2	-13	-6	1.2
Cc1cccc(NCC(=O)c2c(N)n(C)c(=O)n(C)c2=O)c1C	-4	20	-2	-3	3	-2	7	1	-1.1
COc1cc(CCC(=O)OCC(=O)NC2CCCC(C)C2C)cc(OC)c1OC (configuration not stated)	-9	0	-4	4	2	0	11	1	-0.2
O=C(O)C1CCC(N2C(=O)c3cccc([N+](=O)[O-])c3C2=O)CC1 (configuration not stated)	-3	-2	9	-5	8	2	0	-2	0.5
CC(=O)NC(Cc1ccc(F)cc1)C(=O)NC1CCN(c2ncccc2[N+](=O)[O-])CC1 (configuration not stated)	-2	1	-3	1	-2	0	1	-5	-2.7
Cc1snc(SCC(=O)c2ccc(Cl)cc2)c1C#N	2	-6	3	0	-18	1	-33	-5	1.9
Cc1ccc(C)c(OCCC(=O)OCC(=O)c2c(N)n(C)c(=O)n(C)c2=O)c1	-12	0	-4	0	-3	1	5	-3	5.3
O=C(O)CCC(=O)N1CN2CN(C(=O)CCC(=O)O)CC([N+](=O)[O-])(C2)C1	2	0	3	-3	-4	-4	6	-3	-2.0
CC(/C=N/n1c(-c2ccccc2)n[nH]c1=S)=C\c1ccco1	5	13	28	3	-16	-2	-13	0	-0.3
CN1CCN(c2cc3c(c4c2[nH]c2ccccc24)C(=O)CC(C)(C)C3)CC1	2	0	-7	-4	2	-1	9	-2	4.3
Cn1nnnc1SCC(=O)Nc1ccc(S(=O)(=O)N2CCOCC2)cc1	1	0	1	-3	2	-1	-3	-5	0.5
Cc1[nH]c(C(=O)O)c(C#N)c1C(=O)c1ccccc1	2	2	-8	8	-4	2	-1	0	-0.5
CCOC(=O)c1csc(N)n1	0	0	0	4	1	4	13	-3	-0.2
CCCOc1ccc(C(NC(=O)CC(C)C)NC(=O)CC(C)C)cc1OC	0	2	-4	0	0	0	5	-1	-1.1
NC(=O)CN(c1ccc(Oc2ccccc2)cc1)S(=O)(=O)c1ccccc1	-1	-3	12	19	9	3	8	5	2.8
S=C(NC1CC2CCC1C2)N1CCN(c2cccc(Cl)c2)CC1 (configuration not stated)	-4	-2	7	-4	4	-5	3	2	-0.3
Next part:
SMILES	CTSL1 counter	AHR act	HCV core dimer	PAFAH2 inh	proCasp3 act	TPT1 inh	procasp7 counter	PP1 inh	PP5 inh
Cc1ccc(NC(=O)c2ccc(S(=O)(=O)N3CCC(C)CC3)cc2)nc1	-16	0	4	-6	9	2	5	-3	1.2
COc1ccc(CCNC(=S)NC(=O)c2ccccc2)cc1C	-1	3	1	1	-2	-1	-11	-4	0.9
O=C(c1ccc(Cn2cc(Cl)c([N+](=O)[O-])n2)cc1)N1CCN(Cc2ccccc2)CC1	-1	-2	-2	10	-3	-3	7	2	1.5
COc1ccc(CN(C)C(=O)Cn2ccc(NC(=O)OCc3ccccc3)nc2=O)cc1OC	·	0	·	-7	-4	·	4	-5	1.2
C=CCOn1c(=O)c(=O)n(OCc2ccccc2)c2ccccc21	-2	16	-3	1	0	5	-5	-7	-1.4
CCC(=O)N1CCC2(CC1)Oc1ccc(Cl)cc1C(=O)C21CC(c2cccnc2)=NO1 (configuration not stated)	3	0	-19	5	-3	-1	-11	-3	-0.2
Cn1c2ccccc2c(=O)c2c(=O)n(Cc3ccco3)c(-c3ccc(Cl)cc3Cl)nc21	2	-2	29	·	-26	0	-6	23*	1.3
O=Nc1c(O)n(Cc2ccc(Cl)cc2)c2ccccc12	3	0	6	-39	5	-2	0	7	3.1
Cc1cccc(N(C(=O)Nc2ccc(Cl)cc2)C2=NCC(C)S2)n1 (configuration not stated)	1	2	0	6	6	2	7	2	1.5
CCS(=O)(=O)N1Cc2ccccc2CC1C(=O)Nc1nnc(SCc2ccc(F)cc2)s1 (configuration not stated)	4	1	41	-3	-2	1	6	13	3.8
CN(CC(=O)Nc1ccc(Cl)cc1)CC(=O)Nc1ccc(C(N)=O)cc1	-5	3	-1	8	4	-2	-5	-1	-0.2
Cc1ccc(S(=O)(=O)Nc2cc(Cl)c(O)c3ncccc23)cc1	1	22	-31	5	-24	1	-19	6	3.0
COc1ccc(CCN2C(=O)C(Oc3ccccc3)C2c2ccc3c(c2)OCO3)cc1 (configuration not stated)	3	0	15	-12	-2	-1	-5	-3	2.1
CCN1C(=O)c2cccc3c(NS(=O)(=O)c4ccc(NC(C)=O)cc4)ccc1c23	2	7	-33	-2	-10	-2	-9	-5	1.1
Oc1ccc(Br)cc1/C=N/N1CCN(Cc2cccc3ccccc23)CC1	-1	0	1	-2	7	3	-3	-3	4.2
CCOC(=O)CSc1nnc(CSc2nc3sc4c(c3c(=O)[nH]2)CCCC4)n1-c1ccccc1	0	4	19	3	-3	-2	15	3	2.2
N#C/C=C1\n2c(nc3ccccc32)OC12CCCCC2	-7	-2	2	-8	3	2	2	-2	2.4
CC1CCN(C(=O)COC(=O)c2cc(S(=O)(=O)N3CCOCC3)ccc2Cl)CC1	-4	-1	-1	7	0	2	-1	-2	-1.7
CC(C)Cc1ccc(C(C)NC(=O)c2ccc(=O)[nH]c2)cc1 (configuration not stated)	-1	2	-1	3	0	3	9	-4	0.1
Cc1nn(C)c(C)c1NC(=O)c1cnn2c(C(F)F)cc(-c3ccccc3)nc12	1	2	-3	·	4	-1	3	-2	-2.1
Cc1ccc(C)c(Cn2c3ccccc3c3cnn(CC(=O)NCCN4CCOCC4)c(=O)c32)c1	1	-1	0	2	-8	-3	4	-1	-1.6
O=[N+]([O-])c1ccccc1OCCN1CCCC1	3	3	-3	-5	3	0	-11	1	-1.1
Cc1ccccc1-c1nnc(SCC(=O)c2c(N)n(C3CC3)c(=O)[nH]c2=O)o1	·	-2	·	-3	5	·	-11	-6	-1.1
Cc1c(C(=O)N2CCN(c3ccc(F)cc3)CC2)sc2nc(-c3ccccc3)cn12	5	4	8	3	-9	-3	7	-4	0.6
Cc1ccccc1CNC(=O)c1cc(COc2ccc(F)cc2F)on1	7	-4	4	2	-5	-6	3	2	3.8
Additional results follow:
SMILES	CTSL1 counter	AHR act	HCV core dimer	PAFAH2 inh	proCasp3 act	TPT1 inh	procasp7 counter	PP1 inh	PP5 inh
CCc1cccc2c(C(=O)COC(=O)/C=C/c3ccccc3OC)c[nH]c12	0	-1	-4	-3	0	-3	-7	3	5.7
CC1Cc2c([nH]c3ccccc23)C2c3ccccc3CN12 (configuration not stated)	-1	57*	-5	-3	-6	3	-10	-3	-0.5
Cc1ccc(S(=O)(=O)CCc2nnc(NC(=O)c3ccccn3)s2)cc1	-5	6	-3	0	-4	-7	-4	-2	-2.2
COc1ccc(NC(=S)N(CCCN2CCCCC2)Cc2cccs2)cc1	1	3	-13	-4	-23	0	-8	0	0.0
O=[n+]1c2c(n([O-])c3cc(Cl)ccc31)CCCC2	-2	12	-6	2	-13	-1	-18	-4	4.3
O=C(Nc1ccccc1N1CCN(C(=O)c2ccc(Cl)cc2)CC1)c1ccc([N+](=O)[O-])o1	2	0	15	5	-2	-2	7	8	4.4
Cc1cc(C)cc(NC(=O)C2CCN(c3nccs3)CC2)c1	-7	11	8	-6	-13	-5	-1	2	-4.6
O=C(CCNC(=O)c1ccc(Br)cc1)NCCCSc1ccccc1	1	2	-6	6	-1	-1	1	-1	0.7
COc1ccc2[nH]c(C)c(CCN3C(=O)C4C5C=CC(C5)C4C3=O)c2c1 (configuration not stated)	0	25	-3	3	-1	-4	7	-3	-1.3
O=C(Nc1cccc(O)c1)C(=O)Nc1ccccn1	-10	-1	-14	3	-5	-2	-9	0	-2.0
COc1ccc(N(CC(=O)N2CCCCCC2)S(=O)(=O)c2c(C)[nH]c(=O)[nH]c2=O)cc1	-5	-4	0	8	2	-2	9	-2	-0.3
Cc1c(Cc2ccc3c(c2)OCO3)sc(NC(=O)C(C)(C)C)c1C#N	0	1	-4	-3	1	0	-7	-2	4.3
O=C(NC1CCCN(Cc2ccc(Cl)cc2)C1)c1cccc(N2CCCC2=O)c1 (configuration not stated)	1	4	7	-6	-6	0	-5	3	-0.9
COc1cccc(NC(=O)CN(C)C(=O)CCNC(=O)c2ccccc2Cl)c1	·	1	·	-2	4	·	2	-6	2.0

5 compounds out of the list, arranged by formula weight, lowest first.
SMILES	CTSL1 counter	AHR act	HCV core dimer	PAFAH2 inh	proCasp3 act	TPT1 inh	procasp7 counter	PP1 inh	PP5 inh
O=C(Nc1cccc(O)c1)C(=O)Nc1ccccn1	-10	-1	-14	3	-5	-2	-9	0	-2.0
CC1Cc2c([nH]c3ccccc23)C2c3ccccc3CN12 (configuration not stated)	-1	57*	-5	-3	-6	3	-10	-3	-0.5
COc1ccc2[nH]c(C)c(CCN3C(=O)C4C5C=CC(C5)C4C3=O)c2c1 (configuration not stated)	0	25	-3	3	-1	-4	7	-3	-1.3
COc1ccc(NC(=S)N(CCCN2CCCCC2)Cc2cccs2)cc1	1	3	-13	-4	-23	0	-8	0	0.0
O=C(Nc1ccccc1N1CCN(C(=O)c2ccc(Cl)cc2)CC1)c1ccc([N+](=O)[O-])o1	2	0	15	5	-2	-2	7	8	4.4
